TcdB inh: inhibitors of Clostridioides difficile toxin B glycohydrolase; hit rate 0.24% among 350,000; P18177; AID 652162; inhibition, % at 9.99 µM; TcdB glycohydrolase enzymatic assay, plate reader; in the data active means inhibition above about 10%
An asterisk follows results filed as active.

SMILES	TcdB inh
COCCNC(=O)C[C@H]1CC[C@@H](NC(=O)NC2CCCCC2)[C@@H](CO)O1	0.4
C[C@@H]1CCCCO[C@@H](CN(C)C(=O)Nc2ccc3c(c2)OCO3)[C@H](C)CN([C@H](C)CO)C(=O)c2cc(NC(=O)C3CCCCC3)ccc2O1	0.0
C[C@H](O)C#Cc1cnc2c(c1)C(=O)N([C@H](C)CO)C[C@H](C)[C@@H](CN(C)C(=O)c1ccc(F)cc1)O2	-0.2
CN(C[C@H]1N[C@@H](CO)[C@H]1c1ccc(-c2cccnc2)cc1)C(=O)CC1CC1	0.0
O=C(Cc1ccncc1)NCC[C@@H]1CC[C@@H](NC(=O)C2CCC2)[C@H](CO)O1	-0.3
COc1ccc(-c2ccc3n(c2=O)C[C@@H]2[C@@H](CO)[C@H](C(=O)N(C)C)[C@H]3N2Cc2cncnc2)cc1	-2.0
CC(=O)N(C)C[C@@H]1Oc2ncc(-c3cccnc3)cc2C(=O)N([C@@H](C)CO)C[C@H]1C	0.2
C[C@@H]1CN([C@@H](C)CO)S(=O)(=O)c2ccc(C3=CCCCC3)cc2O[C@H]1CN(C)C(=O)Cc1cccnc1	0.1
C[C@H](CO)N1C[C@H](C)[C@H](CN(C)CC2CC2)Oc2ccc(NS(=O)(=O)c3ccc(F)cc3)cc2CC1=O	0.4
Cc1nn(C)cc1NC(=O)C[C@H]1CC[C@@H]2[C@@H](COc3ccc(NC(=O)c4cccc(F)c4)cc3C(=O)N2C)O1	0.3
CCS(=O)(=O)Nc1ccc2c(c1)C(=O)N(C)[C@H]1CC[C@@H](CC(=O)NCc3ccccc3F)O[C@@H]1CO2	-0.6
COc1ccc(S(=O)(=O)N(C)C[C@@H]2Oc3ccc(NC(=O)c4ccncc4)cc3CC(=O)N([C@H](C)CO)C[C@H]2C)cc1	-0.3

Part of the list above in order of count of non-hydrogen atoms, descending:
SMILES	TcdB inh
C[C@@H]1CCCCO[C@@H](CN(C)C(=O)Nc2ccc3c(c2)OCO3)[C@H](C)CN([C@H](C)CO)C(=O)c2cc(NC(=O)C3CCCCC3)ccc2O1	0.0
COc1ccc(S(=O)(=O)N(C)C[C@@H]2Oc3ccc(NC(=O)c4ccncc4)cc3CC(=O)N([C@H](C)CO)C[C@H]2C)cc1	-0.3
Cc1nn(C)cc1NC(=O)C[C@H]1CC[C@@H]2[C@@H](COc3ccc(NC(=O)c4cccc(F)c4)cc3C(=O)N2C)O1	0.3
C[C@@H]1CN([C@@H](C)CO)S(=O)(=O)c2ccc(C3=CCCCC3)cc2O[C@H]1CN(C)C(=O)Cc1cccnc1	0.1
CCS(=O)(=O)Nc1ccc2c(c1)C(=O)N(C)[C@H]1CC[C@@H](CC(=O)NCc3ccccc3F)O[C@@H]1CO2	-0.6
COc1ccc(-c2ccc3n(c2=O)C[C@@H]2[C@@H](CO)[C@H](C(=O)N(C)C)[C@H]3N2Cc2cncnc2)cc1	-2.0
CC(=O)N(C)C[C@@H]1Oc2ncc(-c3cccnc3)cc2C(=O)N([C@@H](C)CO)C[C@H]1C	0.2
CN(C[C@H]1N[C@@H](CO)[C@H]1c1ccc(-c2cccnc2)cc1)C(=O)CC1CC1	0.0
COCCNC(=O)C[C@H]1CC[C@@H](NC(=O)NC2CCCCC2)[C@@H](CO)O1	0.4

Next part:
SMILES	TcdB inh
CO[C@@H]1CN(C)C(=O)c2ccc(NS(=O)(=O)CC(F)(F)F)cc2OC[C@H](C)N(Cc2nccs2)C[C@H]1C	0.4
O=C(C[C@@H]1CC[C@H](NC(=O)CC2CC2)[C@@H](CO)O1)NCc1ccccc1	0.3
CCCN(C)C[C@H]1Oc2ncc(-c3ccncc3)cc2C(=O)N([C@@H](C)CO)C[C@@H]1C	0.1
O=C(C[C@@H]1C[C@H]2c3cc(NC(=O)CC4CC4)ccc3O[C@H]2[C@H](CO)O1)NCc1ccccc1	-1.5
Cc1noc(C)c1NC(=O)Nc1ccc2c(c1)CC(=O)N([C@@H](C)CO)C[C@H](C)[C@H](CN(C)C(=O)Nc1ccc(F)cc1)O2	1.1
Cc1ccc(S(=O)(=O)N(C)C[C@@H]2Oc3ncc(C#CC4(O)CCCC4)cc3C(=O)N([C@@H](C)CO)C[C@@H]2C)cc1	0.0
C[C@H]1CN([C@@H](C)CO)C(=O)Cc2cc(NC(=O)CCC(F)(F)F)ccc2O[C@H]1CN(C)S(=O)(=O)c1ccccc1	-0.5
C[C@@H]1CN([C@@H](C)CO)C(=O)c2cc(-c3cccnc3)cnc2O[C@H]1CN(C)C(=O)Cc1cccnc1	-2.6
C[C@@H]1CCCCO[C@@H](CN(C)C(=O)CCCN(C)C)[C@@H](C)CN([C@H](C)CO)C(=O)c2cc(NS(=O)(=O)c3cn(C)cn3)ccc2O1	-1.5
COc1ccc(C#Cc2ccc([C@H]3[C@@H](CO)N4CCCCN(C(=O)Nc5ccc(F)cc5)C[C@H]34)cc2)cc1	-7.7
C[C@@H]1CN([C@H](C)CO)C(=O)c2cc(C#CCc3ccccc3)cnc2O[C@@H]1CN(C)CC1CCOCC1	-0.2
CO[C@@H]1CN(C)C(=O)c2ccc(NS(=O)(=O)c3ccccc3)cc2OC[C@H](C)N(Cc2cccnc2)C[C@H]1C	0.6

Among those listed so far, two contain a CF3 group:
SMILES	TcdB inh
CO[C@@H]1CN(C)C(=O)c2ccc(NS(=O)(=O)CC(F)(F)F)cc2OC[C@H](C)N(Cc2nccs2)C[C@H]1C	0.4
C[C@H]1CN([C@@H](C)CO)C(=O)Cc2cc(NC(=O)CCC(F)(F)F)ccc2O[C@H]1CN(C)S(=O)(=O)c1ccccc1	-0.5

Carrying on.
SMILES	TcdB inh
O=C(C[C@H]1CC[C@H](NC(=O)NC2CCCCC2)[C@H](CO)O1)NCc1ccc(F)cc1	-1.4
COc1ccc(C#Cc2cnc3c(c2)C(=O)N([C@H](C)CO)C[C@H](C)[C@@H](CN(C)CC2CCOCC2)O3)cc1	2.1
Cc1noc(C)c1NC(=O)Nc1cccc2c1O[C@H](CN(C)Cc1ccc(-c3ccccc3)cc1)[C@@H](C)CN([C@H](C)CO)C2=O	-0.1
COC(=O)C[C@H]1C[C@@H]2c3cc(NC(=O)C4CCOCC4)ccc3O[C@@H]2[C@@H](CO)O1	0.1
O=C(C[C@@H]1CC[C@@H](NS(=O)(=O)c2ccc(F)cc2)[C@H](CO)O1)N1CCN(c2ccccc2)CC1	-0.6
CO[C@H]1CN(C)C(=O)c2ccc(NC(C)=O)cc2OC[C@@H](C)N(Cc2nccs2)C[C@@H]1C	1.7
O=C(Nc1cccc(F)c1)N1CC(=O)N2[C@H](CO)[C@H](c3ccc(-c4ccc(F)cc4)cc3)[C@H]2C1	-3.7
C[C@@H]1CN([C@@H](C)CO)C(=O)c2cc(NS(=O)(=O)c3ccc(F)cc3)ccc2O[C@H]1CN(C)S(=O)(=O)c1ccc(Cl)cc1	0.9
COc1ccc(C#Cc2ccc([C@H]3[C@@H](CO)N4CCCCN(S(=O)(=O)c5ccccc5)C[C@@H]34)cc2)cc1	-1.9
CN1c2ccc(Br)cc2[C@@H]2[C@@H](CCN2C(=O)Nc2ccccc2F)[C@@H]1CO	-0.3
COCC#Cc1ccc([C@@H]2[C@H](CO)N3CCCCN(S(=O)(=O)c4ccccc4F)C[C@@H]23)cc1	0.8
C[C@@H]1CN([C@H](C)CO)S(=O)(=O)c2ccc(C#Cc3ccccn3)cc2O[C@@H]1CN(C)CC1CC1	0.5
O=C(Nc1ccc2c(c1)[C@H]1C[C@H](CC(=O)N3CCc4ccccc4C3)O[C@H](CO)[C@H]1O2)c1ccc2c(c1)OCO2	0.7
CC(C)NC(=O)N(C)C[C@H]1Oc2ccc(NC(=O)Nc3ccc(C(F)(F)F)cc3)cc2CC(=O)N([C@@H](C)CO)C[C@@H]1C	0.0
C[C@H](CO)N1C[C@H](C)[C@H](CN(C)Cc2ccccc2)Oc2ccc(NS(=O)(=O)c3ccc(F)cc3)cc2CC1=O	0.7
Cc1ccc(S(=O)(=O)N2C[C@@H](O)COC[C@H]3O[C@@H](CC(=O)NCC4CCCCC4)CC[C@@H]32)cc1	0.6
CO[C@H]1CN(C)C(=O)c2ccc(NS(C)(=O)=O)cc2OC[C@H](C)N(C(=O)C2CCCC2)C[C@@H]1C	0.8
C[C@@H]1CN([C@@H](C)CO)C(=O)c2cc(NC(=O)CCCN(C)C)ccc2O[C@@H](C)CCCCO[C@@H]1CN(C)CC1CCCCC1	0.1
C[C@@H]1CN([C@H](C)CO)C(=O)c2cc(-c3ccccc3)cnc2O[C@H]1CN(C)C(=O)Cc1ccccc1	0.5
Cc1ccccc1CN(C)C[C@H]1OCc2cnnn2CCCC(=O)N([C@H](C)CO)C[C@@H]1C	-2.7
C[C@@H]1CN([C@H](C)CO)C(=O)Cc2cc(NC(=O)Cn3cnnn3)ccc2O[C@@H]1CN(C)C(=O)Nc1ccc(C(F)(F)F)cc1	-0.4
CCc1csc(N2[C@H](C#N)[C@@H](c3ccc(C4=CCCC4)cc3)[C@@H]2CO)n1	0.0
O=C(C[C@@H]1CC[C@@H]2[C@H](COC[C@@H](O)CN2S(=O)(=O)c2cccc(Cl)c2)O1)Nc1ccc(-c2ccccc2)cc1	-1.0
CN1c2ccc(-c3ccc(F)cc3)cc2[C@@H]2[C@@H](CCN2C(=O)Cc2cccnc2)[C@H]1CO	-0.5
C[C@@H]1CN([C@@H](C)CO)C(=O)c2cc(NC(=O)Cc3ccccc3)ccc2O[C@@H](C)CCCCO[C@@H]1CN(C)C(=O)CCC(F)(F)F	-0.5
C[C@@H]1CCCCO[C@@H](CN(C)C)[C@@H](C)CN([C@@H](C)CO)C(=O)c2cc(NS(=O)(=O)c3ccccc3)ccc2O1	-0.4
C[C@H](CO)N1C[C@H](C)[C@H](CN(C)Cc2ccc(Cl)c(Cl)c2)Oc2c(NC(=O)Nc3ccc(C(F)(F)F)cc3)cccc2C1=O	-0.8
COCCNC(=O)C[C@@H]1C[C@@H]2c3cc(NC(=O)C4CCC4)ccc3O[C@@H]2[C@H](CO)O1	-1.6
N#C[C@@H]1[C@H](c2ccc(-c3cncnc3)cc2)[C@H](CO)N1C(=O)CN1CCOCC1	0.1
O=C(C[C@H]1C=C[C@H](NC(=O)Nc2ccc(C(F)(F)F)cc2)[C@H](CO)O1)NCc1cc(F)cc(F)c1	0.3
CCS(=O)(=O)N1CCCCN2[C@H](CO)[C@@H](c3ccc(-c4ccccc4C)cc3)[C@@H]2C1	-0.3
COc1ccc(CN(C)C[C@@H]2Oc3ccc(NC(=O)Nc4ccc5c(c4)OCO5)cc3C(=O)N([C@H](C)CO)C[C@H]2C)cc1	0.3
COc1ccccc1C#Cc1ccc([C@@H]2[C@H](CO)N3CCCCN(C(=O)C4CCCC4)C[C@@H]23)cc1	0.2
COc1ccc(NC(=O)Nc2ccc3c(c2)C(=O)N([C@@H](C)CO)C[C@@H](C)[C@H](CN(C)S(=O)(=O)c2ccccc2)OCCCC[C@@H](C)O3)cc1	-0.1
C[C@@H]1CN([C@H](C)CO)C(=O)Cc2cc(NC(=O)Cc3ccccc3)ccc2O[C@H]1CN(C)C(=O)Nc1ccc(F)cc1	-0.9
CC(C)NC(=O)N(C)C[C@@H]1OCc2ccccc2-c2ccccc2C(=O)N([C@H](C)CO)C[C@@H]1C	1.1
Cc1noc(C)c1S(=O)(=O)Nc1ccc2c(c1)C(=O)N([C@H](C)CO)C[C@@H](C)[C@H](CN(C)Cc1ccncc1)OCCCC[C@@H](C)O2	0.9
CCC(=O)N(C)C[C@H]1Oc2ncc(C#Cc3ccncc3)cc2C(=O)N([C@@H](C)CO)C[C@H]1C	0.1
COc1ccccc1S(=O)(=O)N1C[C@H](O)COC[C@H]2O[C@H](CC(=O)O)CC[C@@H]21	-0.8
O=C(C[C@H]1CC[C@H]2[C@@H](COC[C@H](O)CN2Cc2ccc(Cl)cc2)O1)NCCc1ccccc1	0.6
COCC(=O)Nc1ccc2c(c1)[C@@H]1C[C@H](CC(=O)NCC3CC3)O[C@@H](CO)[C@@H]1O2	0.7
CC(C)NC(=O)N1CC2(C1)[C@@H](c1ccccc1)[C@@H](CO)N2C(=O)C1CCCC1	1.6
O=C(C1CCOCC1)N1CC(=O)N2[C@@H](CO)[C@H](c3ccc(C#Cc4cccc(F)c4)cc3)[C@@H]2C1	1.3
COc1ccc(NC(=O)N(C)C[C@@H]2Oc3ccc(NC(=O)NC4CCCCC4)cc3CC(=O)N([C@@H](C)CO)C[C@H]2C)cc1	-0.7
CO[C@@H]1CN(C)C(=O)c2ccc(NC(C)=O)cc2OC[C@H](C)N(Cc2ccccc2F)C[C@H]1C	-0.2
CCNC(=O)C[C@H]1CC[C@@H]2[C@H](COc3ccc(NC(=O)Nc4ccccc4OC)cc3C(=O)N2C)O1	3.1
C[C@@H]1CCCCO[C@H](CN(C)Cc2ccccc2)[C@@H](C)CN([C@@H](C)CO)C(=O)c2cc(NC(=O)Nc3ccc4c(c3)OCO4)ccc2O1	0.3
CCCNC(=O)Nc1ccc2c(c1)C(=O)N(C)[C@H]1CC[C@H](CC(=O)Nc3ccc4c(c3)CCCC4)O[C@@H]1CO2	0.4
Cc1noc(C)c1S(=O)(=O)Nc1ccc2c(c1)C(=O)N([C@@H](C)CO)C[C@H](C)[C@H](CN(C)C(=O)c1ccccc1)OCCCC[C@H](C)O2	-4.1
CN1C(=O)c2cc(NC(=O)Cc3cccs3)ccc2OC[C@H]2O[C@H](CC(=O)N[C@@H]3CCN(Cc4ccccc4)C3)CC[C@@H]21	0.0
CCCNC(=O)Nc1ccc2c(c1)OC[C@H](C)N(C(=O)CC)C[C@H](C)[C@@H](OC)CN(C)C2=O	-4.2
N#C[C@@H]1[C@H](c2ccc(-c3cccc(F)c3)cc2)[C@H](CO)N1C(=O)CN1CCOCC1	0.6
C[C@@H]1CN([C@H](C)CO)C(=O)Cc2cc(NS(=O)(=O)c3ccc(Cl)cc3)ccc2O[C@@H]1CN(C)C	-0.6
O=C(C[C@@H]1C[C@H]2c3cc(NC(=O)NC4CCCC4)ccc3O[C@H]2[C@H](CO)O1)NCc1ccc(Cl)cc1	-1.1
CCCC#Cc1cnc2c(c1)C(=O)N([C@@H](C)CO)C[C@@H](C)[C@H](CN(C)C(=O)NC1CCCC1)O2	-0.2
O=C(C[C@@H]1C[C@@H]2c3cc(NC(=O)c4ccc5c(c4)OCO5)ccc3O[C@@H]2[C@H](CO)O1)NC1CCCCC1	-0.8
CC(C)NC(=O)Nc1ccc2c(c1)C(=O)N([C@H](C)CO)C[C@@H](C)[C@H](CN(C)C(=O)NC1CCCCC1)O2	0.1

From PubChem

Not all compounds are listed; the hit share may differ from the screen's.
